Screens as filed in PubChem BioAssay.
CBFb RUNX1 block: blocks binding between human CBF-beta and RUNX1; Q01196+Q13951; AlphaScreen CBFb-His/RUNX1-biotin binding, biochemical; Potency, µM (doses to about 59.8 µM), inactives show at the highest dose activity, negative = inhibition, most hits filed as inhibitors; 230,000 tested, under 10 active; further: % of control where 0% means no effect
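Interaction loss through any mechanism counts as activity. Pre-formed complex of His-CBF-beta and biotin-RUNX1 (30 nM apiece) is incubated with compound 15 min, then with 50 ng nickel and 50 ng streptavidin beads for 90 min before AlphaScreen detection.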
Tau fluor counter: counter-screen for tau fibril formation inhibitors. AID 1463. tau K18 P301L Alexa594 fluorescence, heparin fibrillization. Potency, µM (highest dose often 57.7 µM), inactives show at the top dose activity change, negative = decrease. actives 0.93% (n = 280,000); further: potency means the concentration at half of the fitted maximal effect; on the % scale 0 is the no-effect control and ±100 the full control effect; nearly all actives have a fitted effect of over 55% in size
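Human tau K18 P301L (15 uM unlabeled, 0.24 uM Alexa 594-labeled) in 100 mM sodium acetate pH 7 with 20 uM heparin, 6 hr at 37 C. ThT 30 uM added, 1 hr ambient; Alexa 594 FP and total fluorescence read at 555/632 nm.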
TR SRC2 fluor cs: alters Texas Red total fluorescence, flagging assay interference; TRb/SRC2 Texas Red total fluorescence interference; Potency, µM (titrated, usually from 106 µM), for inactives: top-dose fluorescence change, negative = quenching; AID 1479; actives 0.29% (n = 280,000); active means well fitted curve in either direction with a large enough effect; inconclusive means small, poorly fitted or top-dose-only effect; further: potency means the concentration at half of the fitted maximal effect; on the % scale 0 is the no-effect control and ±100 the full control effect
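Human TRb ligand-binding domain at 0.6 uM with 20 nM Texas Red SRC2 peptide in Tris buffer containing 1 uM T3 and 5% DMSO, incubated with compound 5 h at ambient temperature. Total fluorescence (555/632 nm) calculated as parallel + 2 × perpendicular.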
Tau FP inhib: tau fibrillization inhibition (FP); P10636; K18 P301L tau heparin fibrillization, Alexa594 FP, 6 h; Potency, µM (highest dose often 57.7 µM), inactives show at the highest dose activity, negative = inhibition, actives largely listed as inhibitors; actives 0.39% (n = 280,000); further: potency means the concentration at half of the fitted maximal effect; on the % scale 0 is the no-effect control and ±100 the full control effect; nearly all actives have a fitted effect of over 55% in size
Target sequence (P10636 561-689 P618L limits assumed): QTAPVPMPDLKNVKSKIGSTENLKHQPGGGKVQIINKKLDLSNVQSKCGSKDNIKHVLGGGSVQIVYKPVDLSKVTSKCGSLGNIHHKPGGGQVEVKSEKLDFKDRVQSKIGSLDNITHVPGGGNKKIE
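FP of Alexa 594-tau after heparin (20 uM) induction. Substrate: human K18 P301L, 15 uM unlabeled, 0.24 uM labeled. Buffer 100 mM sodium acetate pH 7. 6 hr, 37 C.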
NPSR antagonist: neuropeptide S receptor (human) antagonism, cAMP; CHO-NPSR cells, cAMP TR-FRET, antagonist mode; Potency, µM (top dose mostly 38.3 µM), inactives show top-dose activity change, negative = inhibition, hits mostly inhibitors; actives 1% (n = 220,000); further: potency means the concentration at half of the fitted maximal effect; on the % scale 0 is the no-effect control and ±100 the full control effect; nearly all actives have a fitted effect of over 50% in size; many of its hits are not listed in these tables
Epigenetic derep: regulators of epigenetic silencing causing reporter derepression in mouse cells; murine LDR cells, GFP reporter derepression, 30 h; Potency, µM (series often up to 53.9 µM), for inactives: at the highest dose GFP activation, usual class: activators; actives 0.2% (n = 280,000); AID 1865; further: potency means the concentration at half of the fitted maximal effect; % of control where 0% means no effect; nearly all actives have a fitted effect of over 60% in size
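GFP-positive cell count by laser-scanning cytometry (objects 20–120 um) after 30 h, 37 C compound exposure of murine LDR cells; reporter is CMV-GFP integrated at a silenced locus, inducible by HDAC or DNMT inhibitors.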
aGal spleen mod: alpha-galactosidase A (human) modulation; P06280; Potency, µM (top dose mostly 80 µM), for inactives: at the highest dose activity change, negative = inhibition, hits mostly inhibitors; human spleen homogenate, 4MU-alpha-Gal fluorescence, 40 min; actives 0.008% (n = 240,000);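 further: potency means the concentration at half of the fitted maximal effect; 0% = enzyme with vehicle and -100% = no enzyme basal signal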
Target sequence (P06280 32-429 limits assumed): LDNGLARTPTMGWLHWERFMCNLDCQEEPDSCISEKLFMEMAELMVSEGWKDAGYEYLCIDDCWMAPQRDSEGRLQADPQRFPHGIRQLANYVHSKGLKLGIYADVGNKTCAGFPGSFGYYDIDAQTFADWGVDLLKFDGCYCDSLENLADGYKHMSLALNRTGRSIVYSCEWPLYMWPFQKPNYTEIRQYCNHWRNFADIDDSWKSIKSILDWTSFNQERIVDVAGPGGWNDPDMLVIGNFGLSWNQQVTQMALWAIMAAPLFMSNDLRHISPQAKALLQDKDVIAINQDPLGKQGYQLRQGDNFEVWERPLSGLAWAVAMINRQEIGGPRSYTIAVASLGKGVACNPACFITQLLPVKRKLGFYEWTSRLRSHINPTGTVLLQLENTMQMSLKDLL
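Fluorogenic readout (Ex 365/Em 440 nm) of 4-methylumbelliferone released from 1 mM 4-MU-alpha-galactoside by spleen homogenate, 40 min at 37C, pH 5.0. Data normalized to no-enzyme and enzyme controls; Hill-equation AC50 from compound titrations.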
TRb-SRC2 inh: TRbeta-SRC2 interaction inhibition | actives 0.065% (n = 280,000) | P10828 | AID 1469 | TRbeta-SRC2 peptide binding, fluorescence polarization; receptor liganded with 1 µM T3 | Potency, µM (doses to about 106 µM), inactives show at the highest dose activity change, negative = inhibition, hits mostly inhibitors;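 further: potency means the concentration at half of the fitted maximal effect; plate controls were bound peptide for no effect and peptide without receptor for full effect; nearly all actives have a fitted effect of over 50% in size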
Target sequence (P10828 whole entry, looked up): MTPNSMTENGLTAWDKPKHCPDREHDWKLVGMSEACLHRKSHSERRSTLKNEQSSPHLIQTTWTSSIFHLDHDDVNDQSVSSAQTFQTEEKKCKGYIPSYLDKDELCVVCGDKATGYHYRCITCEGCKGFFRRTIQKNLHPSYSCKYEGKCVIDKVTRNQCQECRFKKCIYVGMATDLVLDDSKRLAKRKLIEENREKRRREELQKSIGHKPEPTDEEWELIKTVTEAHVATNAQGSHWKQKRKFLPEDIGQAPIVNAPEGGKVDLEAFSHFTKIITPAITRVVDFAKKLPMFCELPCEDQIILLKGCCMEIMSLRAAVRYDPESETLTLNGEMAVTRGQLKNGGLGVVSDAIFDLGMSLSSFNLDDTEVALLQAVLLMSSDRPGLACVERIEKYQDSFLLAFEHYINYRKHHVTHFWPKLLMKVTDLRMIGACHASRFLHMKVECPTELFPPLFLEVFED
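Fluorescence polarization of 20 nM Texas Red SRC2 peptide with 0.6 uM human TRb ligand-binding domain, in Tris buffer with 1uM T3 and 5% DMSO. Incubated 5 hr ambient; normalized to unbound and bound controls.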
Numbers without * were called inactive; ? = inconclusive; . = not tested or not shown; & = joins results of further samples; [ ] = dose if it differs, or a comment. Unless noted, the call rests on the fitted dose curve; in most records, active means well fitted curve in the direction sought with a large enough effect; inconclusive means small, poorly fitted or top-dose-only effect, or another doubt; inactive means no such curve, though single readings can be large; an effect the other way counts as inactive or inconclusive. Not all compounds are listed; count on the stated rates, not on these rows.

SMILES	CBFb RUNX1 block	Tau fluor counter	TR SRC2 fluor cs	Tau FP inhib	NPSR antagonist	Epigenetic derep	aGal spleen mod	TRb-SRC2 inh
COc1ccc(CNc2ncnc3cc(Cl)ccc23)cc1	12%	-8%	-7%	-9%	7%	-0.6%	2%	6%
COc1ccc(S(=O)(=O)NCCSc2nnnn2-c2ccccc2)cc1	.	-25%	-2%	-6%	.	-1.1%	.	-1%
Cc1ccc(Cn2c(SCc3ccc(C(=O)NCCc4ccccc4)cc3)nc3ccncc32)cc1	.	-25%	-1%	-6%	.	0.0%	.	5%
Cc1nn(C)cc1NC(=O)c1cc2nc(-c3ccco3)cc(C(F)(F)F)n2n1	20%	-4%	-4%	2%	23%	0.1%	7%	5%
NCCCCCCCCCCNS(=O)(=O)c1cccc2c(Cl)cccc12	6%[21.7 µM]	-19%	-1%	-4%	.	5.2%	9%	0%
Cc1ccc(OCC(=O)Nc2cc3nn(-c4ccccc4)nc3cc2C)cc1	.	0%	3%	3%	.	0.0%	.	-3%
CCCCC1=C(C(=O)OCC)C(C(=O)OCC)Oc2ccccc21 (stereo not given)	?	-11%[81.3 µM]	0%	-6%[81.3 µM]	.	0.6%	-6%[119 µM]	-1%
CC(C)NC(=S)N=Nc1c(O)[nH]c2ccc([N+](=O)[O-])cc12	1%	?	-10%	6%	-43%	-2.6%	-3%	8%
COCCn1c(=NC(=O)C2COc3ccccc3O2)sc2cc(S(N)(=O)=O)ccc21 (stereo not given)	-2%	-4%	-4%	-10%	-6%	-1.5%	10%	5%
N#CCc1ccc(C(=O)c2ccccc2F)s1	-5%	?	5%	?	-25%[46.1 µM]	3.5%	2%	-2%
N#CCCSCc1ccc(C(=O)O)o1	-1%	5%	-2%	-2%	-1%[46.1 µM]	-2.3%	0%	-19%
CC(=O)c1sc(N/N=C\c2ccc(Br)cc2)nc1C	4%	?	-3%[53 µM]	?	-26%	-0.3%	-3%	6%[53 µM]
COc1ccc2cc(C(=O)C3CCCN(C(=O)c4cnccn4)C3)ccc2c1 (stereo not given)	4%	-5%	-1%	6%	-2%	0.0%	20%	-4%
CCCCOc1ccc(C(=O)Nc2ccc3c(c2)N(C(C)=O)CCC3)cc1	.	-9%	-1%	-1%	.	-3.5%	.	-4%
COC(=O)c1cc(-c2ccccc2)n[nH]1	5%	-15%	-2%	0%	9%[46.1 µM]	3.5%	-19%	7%
Cc1ccc(S(=O)(=O)N2CCC(C(=O)NCCCN3CCCCCC3)CC2)cc1	3%	-3%	6%	6%	?	-1.1%	3%	-4%
Cc1cccc(N(C)S(=O)(=O)c2ccc(-c3cc(C)no3)s2)c1	.	?	1%	-9%	.	-4.2%	.	3%
CSC1=NCCN1S(=O)(=O)c1ccc(Cl)cc1	4%	-1%	1%	4%	6%	2.1%	0%	-3%
CCN(CC)C(=O)CN(c1cccc([N+](=O)[O-])c1)S(=O)(=O)c1ccccc1	9%	-14%	-1%	-6%	-3%	0.0%	-3%	0%
Nc1ccc2oc(-c3ccc4nc[nH]c4c3)nc2c1	?	?	-14%	4%	16%[46.1 µM]	1.0%	2%	-5%

Five of the compounds above, with bars between the fields:
mol | CBFb RUNX1 block | Tau fluor counter | TR SRC2 fluor cs | Tau FP inhib | NPSR antagonist | Epigenetic derep | aGal spleen mod | TRb-SRC2 inh
Cc1ccc(Cn2c(SCc3ccc(C(=O)NCCc4ccccc4)cc3)nc3ccncc32)cc1 | . | -25% | -1% | -6% | . | 0.0% | . | 5%
CC(=O)c1sc(N/N=C\c2ccc(Br)cc2)nc1C | 4% | ? | -3%[53 µM] | ? | -26% | -0.3% | -3% | 6%[53 µM]
COCCn1c(=NC(=O)C2COc3ccccc3O2)sc2cc(S(N)(=O)=O)ccc21 (stereo not given) | -2% | -4% | -4% | -10% | -6% | -1.5% | 10% | 5%
NCCCCCCCCCCNS(=O)(=O)c1cccc2c(Cl)cccc12 | 6%[21.7 µM] | -19% | -1% | -4% | . | 5.2% | 9% | 0%
COc1ccc(CNc2ncnc3cc(Cl)ccc23)cc1 | 12% | -8% | -7% | -9% | 7% | -0.6% | 2% | 6%

Additional structures:
SMILES	CBFb RUNX1 block	Tau fluor counter	TR SRC2 fluor cs	Tau FP inhib	NPSR antagonist	Epigenetic derep	aGal spleen mod	TRb-SRC2 inh
Cc1ccc(NC(=O)CN(C)C(=O)CCOc2ccccc2C)cc1	9%	-6%	-1%	9%	2%[46.1 µM]	0.0%	-2%	1%
CCOc1ccc(C2CC(=O)NC(SCC(=O)OC)=C2C#N)cc1 (stereo not given)	-2%	-2%	-4%	0%	-6%[46.1 µM]	1.4%	-4%	-11%
Cc1c(C(=O)O)oc2c1/C(=N\O)CCC2	15%	-4%	-2%[53 µM]	-2%	13%	-0.3%	17%	2%[53 µM]
CCc1ccccc1-n1c(SCC(=O)N2CCCC2)nc2[nH]ncc2c1=O	23%	-1%	-1%	2%	12%	-4.6%	3%	3%
COc1ccccc1NS(=O)(=O)c1cccc(NC(=O)Nc2ccc(Cl)cc2)c1	-4%	?	0%	28µM*	?	-2.0%	7%	11%
Cc1cc(NC(=O)C2CCC2)n(-c2ccccn2)n1	5%	5%	-1%	6%	2%[46.1 µM]	-0.8%	-3%	-9%
CC(C)Oc1ccc(CNC(=S)N/N=C/c2ccc([N+](=O)[O-])cc2)cc1	-7%	?	0%	-6%	-19%[46.1 µM]	10%	5%	-7%
CCOC(=O)C1=C(C)Nc2nc(C)nn2C1c1ccc(C)cc1 (stereo not given)	3%[2.36 µM]	-11%	0%	-2%	11%	-1.7%	11%	-5%
Cc1ccc(N(Cc2cc3ccccc3[nH]c2=O)C(=O)c2ccco2)c(C)c1	-5%	-7%	-1%	1%	-26%[46.1 µM]	-1.0%	-1%	0%
O=C(Nc1nc2c(Br)cc(Br)cc2c(=O)s1)C1CCC1	9%	-26%	1%	5%	?	-2.6%	-4%	-1%
O=C(CSc1nc(-c2ccccc2)[nH]c1-c1ccccc1)Nc1ccc2c(c1)OCO2	.	7.1µM*[quencher]	-2%	2%	.	1.6%	.	9%
CC1=NOC(=O)/C1=C\c1ccc(-c2ccccc2Br)o1	-5%	-30%	-3%	-11%	10µM*	3.2%	0%	5%
COc1cc(OC)c(S(=O)(=O)NCc2cccnc2)cc1NC(C)=O	-5%	1%	0%	6%	16%	-1.2%	6%	5%
O=C(Nc1nnc(C2=COCCO2)o1)c1ccc(S(=O)(=O)N2CCCC2)cc1	?	-1%	-1%	-6%	-4%	11%	0%	6%
S=C(NC1CCCCC1)N1CCN(c2ccccn2)CC1	3%	-1%	0%	2%	11%	1.5%	4%	-6%
COC(=O)C(NC(=O)c1ccccc1)=C1CCCCC1	9%	-2%	-1%	7%	-16%[46.1 µM]	-0.8%	7%	-6%
CC(C)CNC(=O)CSc1nnc2ccccn12	-1%	2%	-1%	-6%	21%	0.9%	6%	1%
Cc1ccc(S(=O)(=O)N(CC(=O)N/N=C/c2ccc(F)cc2)c2cccc3cccnc23)cc1	0%	1%	4%	2%	-4%[46.1 µM]	8.3%	0%	1%
O=C(CSc1nc2c(cnn2-c2ccc(F)cc2)c(=O)[nH]1)N1N=C(c2cccs2)CC1c1ccc(F)cc1 (stereo not given)	11%[2.36 µM]	-21%	1%	-7%	-29%	-2.9%	-5%	1%
N#C/C(=C\c1ccc(O)c(O)c1)C(=O)Nc1ccccc1	?	?	-5%&-4%	13%&9%	-16%[46.1 µM]	2.3%&2.6%	-4%&4%	4%&7%
CCc1cccc(CC)c1N(COC)C(=O)Cn1c(CO)nc2ccccc21	3%	-3%	-1%	0%	?	-0.7%	-3%	-1%
CCOC(=O)/C(=N\Nc1cc(Cl)ccc1Cl)N1CCOCC1	?	-12%	-4%	6%	-19%	1.1%	4%	-8%
O=C1C=C[C@@H](O)[C@H]2[C@@H]3C(=O)N(c4cccc(Oc5ccccc5)c4)C(=O)[C@@H]3CC[C@H]12	10%[13.1 µM]	0%[11.6 µM]	-3%[11.2 µM]	9%[11.6 µM]	.	0.0%[10.1 µM]	12%[17.5 µM]	-3%[11.2 µM]
COc1ccc(/C=N/n2c(SC)nnc2-c2ccccc2)c(OC)c1OC	-6%	0%	1%	5%	-10%[46.1 µM]	0.8%	15%	9%
CC(=Nc1ccccc1)C1=C(O)CCCC1=O	3%	6%	0%	-7%	13%	1.1%	8%	-7%
COc1ccc(NC(=O)N2CC(C)OC(C)C2)cc1OC (stereo not given)	2%	4%	-4%	-4%	?	-7.8%	-12%	-8%
Cc1ccc2[nH]c3c(c2c1)CN(C(=O)CN1CCN(C(=O)c2ccco2)CC1)CC3	3%	-6%	-4%	5%	3%[7.67 µM]	1.1%	0%	-3%
O=C(Nc1c(Cl)cccc1Cl)C1CCC1	-8%	3%	-5%	7%	12%[46.1 µM]	-0.7%	6%	-5%
Cc1ccc(OCC(=O)NCC(=O)n2nc(C)cc2C)cc1	-1%	5%	4%	-4%	-11%[46.1 µM]	-2.1%	5%	4%
O=C(CN1C(=O)C2CCCCN2c2ccc(C(=O)N3CCCC3)cc21)NCc1ccc(F)cc1 (stereo not given)	.	3%	0%	4%	.	-1.7%	.	11%
CCN(CC)C(=O)C(=O)c1ccn(-c2c(C)csc2C(=O)OC)c1	0%	-5%	-4%	-7%	-1%	2.3%	-5%	-4%
Cn1c2c(c(=O)n(C)c1=O)C(c1cccc(O)c1)CC(=O)N2 (stereo not given)	.	-4%	0%	1%	.	1.6%	.	-7%
CCSC1=N/C(=C\c2ccc(C(=O)O)cc2)C(=O)S1	-3%	-3%	-2%	-9%	-14%[46.1 µM]	-1.2%	-2%	-7%
O=S(=O)(NCC(c1cccnc1)N1CCN(c2ccccc2)CC1)c1cccs1 (stereo not given)	-4%	-13%	-2%	2%	-12%[46.1 µM]	-0.2%	0%	1%
CCNc1nc(Cl)nc(N(NC(C)=O)C(C)CC)n1 (stereo not given)	4%	3%	1%	10%	-2%[46.1 µM]	-7.1%	1%	-8%
C/C(=N/NC(=O)c1cccc(N2CCCC2=O)c1)c1ccncc1	6%	-10%	0%	2%	-18%	-1.3%	-2%	8%
